HCV inhibitor – qHTS Assay for Inhibitors of Hepatitis C Virus (HCV). Huh7.5.1 HCVcc-Cre infection, luciferase reporter, 44 h. Potency, µM (titrated, usually from 41.8 µM), without a hit: at the top dose activity change, negative = inhibition, usual class: inhibitors. 340,000 tested, 3.4% active
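Reporter virus HCVcc-Cre (~0.5 moi) infects cells exposed to compound; seeding density 1,000 cells/well with 4 h settling beforehand. Luminescence, 15 sec read, taken 44 h post-infection following a 15 min RT substrate incubation.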
Sm TGR inh – qHTS Assay for the Inhibitors of Schistosoma Mansoni Peroxiredoxins. Schistosoma mansoni thioredoxin glutathione reductase (TGR), Q962Y6. purified TGR, DTNB reduction, TNB absorbance 405 nm. Potency, µM (doses to about 114 µM), for inactives: at the top dose activity change, negative = inhibition, usual class: inhibitors. 360,000 tested, 3% active. AID 485364, 2010; note: nearly all actives have a fitted effect of over 60% in size
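TGR 20 nM + NADPH 100 uM (dispensed conc.), cpd preinc 15 min RT; start with NADPH (500 uM addition) then DTNB (15 mM addition). Kinetic TNB absorbance, 405 nm filter. Four-parameter Hill fit across titration.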
Pf growth 96h – Primary qHTS for delayed death inhibitors of the malarial parasite plastid, 96 hour incubation | AID 504834, 2011 | 320,000 tested, 6.9% active | Potency, µM (highest dose often 28.7 µM), without a hit: at the top dose activity change, negative = inhibition, usual class: inhibitors | P. falciparum luciferase reporter growth, 96 h
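Plates of compound plus infected erythrocytes (2% hematocrit, 0.05% parasitemia final) incubate 96 hours, 37 C, 5% CO2. Detection reagent added; reduced luminescence from the parasites' luciferase reporter flags inhibition.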
TbPYK inhibitor – qHTS of Trypanosoma Brucei Inhibitors; 410,000 tested, 0.12% active; pyruvate kinase (Trypanosoma brucei), Q57TT1; Potency, µM (titrated, usually from 76.8 µM), inactives show at the top dose activity, negative = inhibition, most hits filed as inhibitors; TbPYK enzyme, Kinase-Glo Plus ATP luminescence, 45 min; note: nearly all actives have a fitted effect of over 50% in size
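Enzyme and substrate buffer are dispensed first and compound is pin-transferred. ADP at 130 uM final then starts the reaction, which runs 45 min at room temperature. Detection reagent is added for 10 min before luminescence is imaged.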
LmPK inhibitor – qHTS Assay for Inhibitors of Leishmania Mexicana Pyruvate Kinase (LmPK). Q27686. Potency, µM (highest dose often 57.5 µM), for inactives: at the top dose activity change, negative = inhibition, hits mostly inhibitors. purified LmPK, Kinase-Glo ATP luminescence, 1 h. 290,000 tested, 0.37% active
Target sequence (Q27686 whole entry, looked up): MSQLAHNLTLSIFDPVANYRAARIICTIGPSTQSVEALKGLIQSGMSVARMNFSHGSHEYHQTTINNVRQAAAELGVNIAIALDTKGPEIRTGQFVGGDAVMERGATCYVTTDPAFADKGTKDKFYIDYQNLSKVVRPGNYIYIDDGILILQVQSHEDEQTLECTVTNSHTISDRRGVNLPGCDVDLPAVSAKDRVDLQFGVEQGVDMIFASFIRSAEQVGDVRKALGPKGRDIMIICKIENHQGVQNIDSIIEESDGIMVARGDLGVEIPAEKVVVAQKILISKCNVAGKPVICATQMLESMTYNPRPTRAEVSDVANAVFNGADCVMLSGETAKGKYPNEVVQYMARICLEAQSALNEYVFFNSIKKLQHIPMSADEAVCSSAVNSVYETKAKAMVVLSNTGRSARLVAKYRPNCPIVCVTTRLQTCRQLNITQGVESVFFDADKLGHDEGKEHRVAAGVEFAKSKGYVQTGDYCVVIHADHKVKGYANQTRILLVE
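0.1 nM LmPK, 0.5 mM PEP, 0.1 mM ADP; 50 mM imidazole pH 7.2, 7 mM MgCl2, 50 mM KCl; 1 h RT. Kinase-Glo luminescence readout, normalized to no-enzyme (full inhibition) and uninhibited wells.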
Pf growth 48h – Primary qHTS for delayed death inhibitors of the malarial parasite plastid, 48 hour incubation; P. falciparum luciferase growth in erythrocytes, 48 h; Potency, µM (series often up to 28.7 µM), for inactives: at the top dose activity change, negative = inhibition, usual class: inhibitors; 310,000 tested, 5.9% active; AID 504832, 2011
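Parasite viability was followed by luminescence of a genomically integrated firefly luciferase. Cultures held 0.1% parasitemia at 2% hematocrit (final), incubated under 5% CO2 at 37 C.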
* hit, by the source's call; i = inactive; ? = inconclusive; . = not tested or not shown; & = joins results of further samples; ! = repeats disagree; [ ] = another dose, or the depositor's remark. Calls come from the whole dose curve; as a rule, active = well fitted curve in the direction sought with a large enough effect; inconclusive = small, poorly fitted or top-dose-only effect, or another doubt; inactive = no such curve, though single readings can be large; an effect the other way counts as inactive or inconclusive. % is set by controls: 0 for no effect and ±100 for the full control effect; potency is the fitted concentration of half-maximal effect.

| item | Compound | HCV inhibitor | Sm TGR inh | Pf growth 96h | TbPYK inhibitor | LmPK inhibitor | Pf growth 48h |
| --- | --- | --- | --- | --- | --- | --- | --- |
| 1 | CCOC(=O)n1n[n+]([O-])c2ccccc21 | 25% | 3% | 9% | -3% | 0% | 1% |
| 2 | O=C(NCCN1CCN(c2ccccc2)CC1)c1ccc(NC(=O)C2CCCO2)cc1 (stereo unspecified) | 2% | -10% | ? | -2% | -10% | . |
| 3 | O=[N+]([O-])c1cc(C(F)(F)F)ccc1Sc1nccn1Cc1ccccc1 | 19% | -9% | 51%[activator] | 4% | -1% | -2% |
| 4 | Cc1cccc(-c2ncc(CN3CCCC(CO)(Cc4ccccc4C)C3)cn2)c1 (stereo unspecified) | ? | -10% | ? | -5% | 1% | ? |
| 5 | CCOc1ccccc1NC(=O)CCN(c1ccc(C)cc1)S(=O)(=O)c1ccccc1 | ? | -14% | 12µM* | 2% | 0% | ? |
| 6 | Cc1ccc(OCCCCn2ccnc2)c(Cl)c1 | ? | -3% | 10% | 0% | 5% | ? |
| 7 | Cc1ccsc1C(=O)NCc1ccc(F)cc1 | 1% | -3% | ? | 9% | -1% | -5% |
| 8 | Cc1ccccc1Cc1c(C)nc2nc(SCC(=O)NCCCN3CCCCC3)nn2c1C | -7% | -10% | 30% | 0% | -2% | -17% |
| 9 | Cc1ccccc1N1CCN(C2CCCN(C(=O)c3ccsc3)C2)CC1 (stereo unspecified) | -2% | -29% | ? | 2% | 1% | -16% |
| 10 | COc1ccccc1NC(=O)N(Cc1cccs1)Cc1cc2cc3c(cc2[nH]c1=O)OCO3 | ? | -10% | ? | -1% | 5% | ? |
| 11 | N#C/C(=C\c1ccc(OCc2ccc(C(=O)O)cc2)cc1)C(=O)NCc1ccccc1 | 22% | 10% | -5% | -9% | 4% | 3% |
| 12 | Fc1ccc(CNC(=S)Nc2ccccc2Cl)cc1 | 6% | 0% | ? | 1% | -1% | 17% |
| 13 | Cc1cnc(NC(=O)CSc2nnc3ncccn23)s1 | 10% | -34% | 9% | 3% | 2% | ? |
| 14 | COc1ccc(C2=NN(CCC(=O)NCc3ccc4c(c3)OCO4)C(=O)CC2)cc1 | 6% | -12% | -5% | -5% | -1% | -17% |
| 15 | CCC(C)NC(=O)C(NS(=O)(=O)c1ccc2c(c1)c(=O)n(C)c(=O)n2C)c1ccccc1 (stereo unspecified) | 1% | 0% | ? | 1% | 9% | . |
| 16 | CCCCC(=O)NC1(C(F)(F)F)C(=O)N(Cc2ccco2)C(C)=C1C(=O)OC (stereo unspecified) | 9% | -30% | . | -9% | -9% | -16% |
| 17 | Cc1ccc(Cn2ccc(NC(=O)c3noc4c3CCCCC4)n2)cc1 | ? | 5% | 6% | 1% | -1% | 59%[activator] |
| 18 | Fc1ccccc1Nc1nc(-c2ccncc2)nc2ccccc12 | 2.2µM* | -14% | ? | 2% | 3% | ? |
| 19 | COc1ccc(Nc2nc(N3CCN(S(C)(=O)=O)CC3)nc3ccccc23)c(OC)c1 | -14% | 9% | -16% | -1% | 5% | ? |
| 20 | COCCCNC(=O)C1CCN(S(=O)(=O)c2ccc3nc4c(c(C(=O)O)c3c2)CCCCC4)CC1 | 10% | 3% | -20% | -2% | -4% | 19% |
| 21 | CC1CC(C)CN(C(=O)CSc2ccsc2[N+](=O)[O-])C1 (stereo unspecified) | -17% | -20% | ? | -1% | -2%[11.5 µM] | 25% |
| 22 | CC(C)C(=O)Nc1nnc(S(=O)(=O)N2CCCc3ccccc32)s1 | 10% | -27% | 11% | -7% | 5% | 11% |
| 23 | Cc1ccc(Oc2ccc(-c3nnc(-c4ccccc4)o3)cc2[N+](=O)[O-])cc1C | 7% | -13% | 21% | . | 1% | 15% |
| 24 | CC1CN(S(=O)(=O)c2ccc(C(=O)OCc3ccc(C#N)cc3)cc2)CC(C)O1 (stereo unspecified) | 5% | -2% | ? | -8% | . | ? |
| 25 | O=C(CCCn1cnc([N+](=O)[O-])n1)Nc1ccc(F)c(Cl)c1 | -2% | -20% | ? | -2% | -17% | 6% |
| 26 | CC1=C(C)CC(C(=O)Nc2cccc([N+](=O)[O-])c2)C(C(=O)O)C1 (stereo unspecified) | 14% | 3% | 14% | -5% | 3% | -7% |
| 27 | Cc1cc2nnc(SC3CCCCN(C(=O)c4ccc(F)cc4)C3=O)n2c2ccccc12 (stereo unspecified) | 0% | -5% | -1%[5.75 µM] | ? | -4% | 16% |
| 28 | CCCCOC(=O)Nc1ccc(C)c(Cl)c1 | -7% | -17% | ? | -12% | -2% | 80%[activator] |
| 29 | CCCc1nc2n[nH]c(N)c2c2c1CCCC2 | -2% | -3% | . | -1% | 0% | -5% |
| 30 | Cc1nc2sccn2c(=O)c1CCN1CCC(=C(c2ccc(F)cc2)c2ccc(F)cc2)CC1 | 3.5µM*! | -3% | 10µM* | 0%&1% | 5% | 10µM* |

The final 2 compounds of the part before open the next one:
| item | Compound | HCV inhibitor | Sm TGR inh | Pf growth 96h | TbPYK inhibitor | LmPK inhibitor | Pf growth 48h |
| --- | --- | --- | --- | --- | --- | --- | --- |
| 29 | CCCc1nc2n[nH]c(N)c2c2c1CCCC2 | -2% | -3% | . | -1% | 0% | -5% |
| 30 | Cc1nc2sccn2c(=O)c1CCN1CCC(=C(c2ccc(F)cc2)c2ccc(F)cc2)CC1 | 3.5µM*! | -3% | 10µM* | 0%&1% | 5% | 10µM* |
| 31 | O=C(Cn1c(COc2ccc(Cl)cc2)nc2ccccc21)NCC(F)(F)F | 25% | 2% | ? | 4% | 1% | ? |
| 32 | CC1CCc2sc3nc(NCc4ccco4)n4ncnc4c3c2C1 (stereo unspecified) | ? | 0%[11.4 µM] | ? | 2% | 12% | . |
| 33 | CCCN1CNC(=S)N(c2ccc(C(=O)OCC)cc2)C1 | 15% | -11% | i | -11% | 0% | 18% |
| 34 | COc1ccc(NS(=O)(=O)c2cccc(C(=O)NCCCN3CCCC3=O)c2)cc1 | -3% | 1% | ? | -5% | . | ? |
| 35 | CC1(C)CC(=O)C2=C(C1)OC(N)=C(C#N)C2CCc1ccccc1 (stereo unspecified) | 15% | -30% | ? | -3% | 3% | 5% |
| 36 | CSc1nc2ccccc2nc1N(C)S(=O)(=O)c1ccc(C)cc1 | -27% | 1% | -9% | -21% | 6% | -4% |
| 37 | CCCC12CN3CCN(CC(C3)/C1=N\NC(=O)c1ccc(F)cc1)C2 | -2% | 3% | 24% | 1% | -4% | 42%[activator] |
| 38 | Cc1cc(-c2ccc(Cl)cc2)oc(=O)c1NC(=O)c1ccccc1 | 4% | 6% | 141%[activator] | -10% | 3% | 25% |
| 39 | COc1cc(S(=O)(=O)N(C)C)ccc1Br | -8% | -11% | . | 3% | -1% | 6% |
| 40 | CCOc1ccc(-n2c(O)c(C=Nc3ccc(NC(C)=O)cc3)c(=O)[nH]c2=O)cc1 | 7% | -24% | 47%[activator] | 0% | 0% | 18% |
| 41 | O=c1cc(CSc2nc3ccccc3c(=O)[nH]2)c2ccc(O)cc2o1 | -8% | 5% | -18% | 2% | 1% | -16% |
| 42 | CCC(=O)Nc1cccc(C2=NOC3(C2)C[C@@H](C(N)=O)N(C(=O)c2cc([N+](=O)[O-])cc([N+](=O)[O-])c2C)C3)c1 (stereo partly specified) | -3% | 3% | 0.066µM* | -2% | 0% | ? |
| 43 | COc1ccc(C(=O)OC(C)CN2CCOCC2)cc1OC (stereo unspecified) | 6% | -9% | ? | 4% | 1% | 12% |
| 44 | Cc1cccc(NC(=O)c2cccc(Cn3cc(Br)c([N+](=O)[O-])n3)c2)c1C | -16% | 10% | ? | -1% | 3% | ? |
| 45 | COc1ccc(C(=O)Nn2c(C)nc3ccccc3c2=O)cc1Br | -4% | -9% | -12% | -3% | 2% | . |
| 46 | O=S(=O)(c1ccccc1)N1CCN(C(=S)Nc2ccccc2Cl)CC1 | -10% | -1% | ? | 6% | 5% | ? |
| 47 | CCOC(=O)C1(Cc2cccc(OC)c2)CCCN(Cc2nccn2CC)C1 (stereo unspecified) | -4% | 0% | 12µM* | -6% | 4% | ? |
| 48 | CC(C)CN(C(=O)COC(=O)Cc1c[nH]c2ccccc12)C1CCS(=O)(=O)C1 (stereo unspecified) | 6% | 6% | ? | -3% | 0% | ? |
| 49 | CC(=O)Nc1ccc(NC(=O)CC2SC(=O)N(CC(=O)c3ccccc3)C2=O)cc1 (stereo unspecified) | 15% | -13% | 10µM* | -10% | -2% | 6% |
| 50 | O=C(COC(=O)CNC(=O)c1ccccc1F)NCCNC(=O)COC(=O)CNC(=O)c1ccccc1F | 5% | -1% | 16% | -1% | . | 14% |
| 51 | COc1ccc(NC(=O)C2CCN(c3ncnc4c3nc3n4CCCCC3)CC2)c(OC)c1 | -27% | -4% | ? | -1% | 9% | -16% |
| 52 | COC(=O)c1c(NC(=O)C(=O)NCCCN2CCOCC2)sc2c1CCC2 | -25% | -18% | 16% | -2% | 2% | ? |
| 53 | Cc1ccc(CNC(=O)CCCC(=O)Nc2cc(C)on2)cc1 | 6% | 11% | 10% | -24% | 2% | -16% |
| 54 | CCOc1ccc(S(=O)(=O)NCCC(=O)N2CCCC(C)C2)cc1 (stereo unspecified) | 9% | 4% | 4% | 0% | . | 13% |
| 55 | CSc1ccc(C#N)cc1NC(=O)c1cccc(Cl)c1 | ? | 5% | 23% | -9% | 1% | 25% |
| 56 | CCCn1c(=N)c(S(=O)(=O)c2ccccc2)cc2c(=O)n3ccccc3nc21 | ? | -4% | ? | 9% | 2% | -15% |
| 57 | Cc1ccc(C(=O)N2CCN(c3ncccn3)CC2)o1 | -3% | -28% | 6% | 4% | -4% | -7% |
| 58 | S=C(NCCCc1ccccc1)Nc1ccc(Br)cc1 | ? | -2% | 41%[activator] | 5% | 0% | -6% |
| 59 | CCOC(=O)N1CCN(C(=O)C2CCN(CC3CCCCC3)CC2)CC1 | 10% | 0% | -3% | 10% | -3% | 4% |
| 60 | Cc1ccc(C23CC4CC(CC(C(=O)N(C)C)(C4)C2)C3)cc1 | -3% | -8% | 96%[activator] | 1% | -1% | -19% |

Three structures out of the list, sorted by SMILES length, largest number first:
| item | Compound | HCV inhibitor | Sm TGR inh | Pf growth 96h | TbPYK inhibitor | LmPK inhibitor | Pf growth 48h |
| --- | --- | --- | --- | --- | --- | --- | --- |
| 40 | CCOc1ccc(-n2c(O)c(C=Nc3ccc(NC(C)=O)cc3)c(=O)[nH]c2=O)cc1 | 7% | -24% | 47%[activator] | 0% | 0% | 18% |
| 49 | CC(=O)Nc1ccc(NC(=O)CC2SC(=O)N(CC(=O)c3ccccc3)C2=O)cc1 (stereo unspecified) | 15% | -13% | 10µM* | -10% | -2% | 6% |
| 33 | CCCN1CNC(=S)N(c2ccc(C(=O)OCC)cc2)C1 | 15% | -11% | i | -11% | 0% | 18% |

4 records drawn at random from those above, as already listed:
| item | Compound | HCV inhibitor | Sm TGR inh | Pf growth 96h | TbPYK inhibitor | LmPK inhibitor | Pf growth 48h |
| --- | --- | --- | --- | --- | --- | --- | --- |
| 40 | CCOc1ccc(-n2c(O)c(C=Nc3ccc(NC(C)=O)cc3)c(=O)[nH]c2=O)cc1 | 7% | -24% | 47%[activator] | 0% | 0% | 18% |
| 54 | CCOc1ccc(S(=O)(=O)NCCC(=O)N2CCCC(C)C2)cc1 (stereo unspecified) | 9% | 4% | 4% | 0% | . | 13% |
| 48 | CC(C)CN(C(=O)COC(=O)Cc1c[nH]c2ccccc12)C1CCS(=O)(=O)C1 (stereo unspecified) | 6% | 6% | ? | -3% | 0% | ? |
| 37 | CCCC12CN3CCN(CC(C3)/C1=N\NC(=O)c1ccc(F)cc1)C2 | -2% | 3% | 24% | 1% | -4% | 42%[activator] |
